MITF primary: blocks human microphthalmia-associated transcription factor. O75030. AlphaScreen MITF homodimerization, bead proximity signal. inhibition, % at 2.6 µM. 650,000 tested, 0.91% active; in the data active = inhibition above about 50%;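 also: 0% = vehicle wells with protein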
FBW7 activator: activators of human E3 ligase FBW7; Q969H0; AlphaScreen FBW7–phospho-cyclin E peptide binding, activator screen; normalized activity (activation), % at 26.1 µM; 650,000 tested, 0.13% active; in the data active = normalized activity above about 1.9%;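 also: purified mutant Fbw7 with reduced substrate affinity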
Target sequence (Q969H0 whole entry, looked up): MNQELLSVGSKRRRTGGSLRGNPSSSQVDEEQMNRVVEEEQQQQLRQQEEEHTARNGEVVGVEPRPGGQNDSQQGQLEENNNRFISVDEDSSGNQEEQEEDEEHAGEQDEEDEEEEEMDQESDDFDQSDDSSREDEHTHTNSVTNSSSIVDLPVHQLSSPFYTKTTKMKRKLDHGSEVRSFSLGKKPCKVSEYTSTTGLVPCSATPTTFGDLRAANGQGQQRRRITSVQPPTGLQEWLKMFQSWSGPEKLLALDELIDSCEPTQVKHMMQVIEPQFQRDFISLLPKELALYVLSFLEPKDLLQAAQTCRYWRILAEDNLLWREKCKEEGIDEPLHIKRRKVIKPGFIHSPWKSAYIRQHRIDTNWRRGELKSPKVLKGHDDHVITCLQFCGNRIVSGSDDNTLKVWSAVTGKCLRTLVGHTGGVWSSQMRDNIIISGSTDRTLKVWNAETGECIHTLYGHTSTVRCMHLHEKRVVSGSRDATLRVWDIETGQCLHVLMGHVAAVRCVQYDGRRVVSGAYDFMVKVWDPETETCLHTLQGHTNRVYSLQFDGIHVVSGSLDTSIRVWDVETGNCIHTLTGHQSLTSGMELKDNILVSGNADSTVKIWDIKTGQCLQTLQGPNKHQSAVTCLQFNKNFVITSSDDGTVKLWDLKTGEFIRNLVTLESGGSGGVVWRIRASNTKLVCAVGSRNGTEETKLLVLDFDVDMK
TEAD-YAP block: TEAD-YAP interaction inhibition. HEK-TIYL cells, TEAD-Gal4/YAP UAS-luciferase luminescence. inhibition, % at 9.12 µM. 640,000 tested, 1.4% active. AID 1259422; in the data active = inhibition above about 32%;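 also: 0% = median of test compound wells and 100% = reference inhibitor wells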
GPR151 activ: activators of human GPR151. 650,000 tested, 1% active. AID 1508602. activation, % at 11.2 µM. PathHunter beta-arrestin GPR151 cells, luminescence. Q8TDV0; in the data active = activation above about 4.9%;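 also: 0% = median of compound wells and 100% = cells with positive control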
An asterisk follows results filed as active; nt = no result given; & = joins results of further samples. Rows were taken by chance; 3.4% or so of the library scored in one or more.

SMILES	MITF primary	FBW7 activator	TEAD-YAP block	GPR151 activ
COc1ccc(C2Nn3c(nnc3-c3ccccc3)SC2C(=O)N2CCCC2)cc1 (stereo not given)	13	0.2	-9	0.3
COCCNC(=O)CN1CCC(c2nc3ccccc3[nH]2)CC1	-1	0.0	-10	1.3
O=C(Nc1ccc2c(c1)C(=O)N(c1cccc([N+](=O)[O-])c1)C2=O)c1ccc(Br)cc1	-11	-0.2	-3	0.7
O=C(O)CCC(=O)Nc1nc2ccccc2s1	11	0.3	7	-1.7
O=C1OC(c2ccc(Cl)cc2)=N/C1=C\c1cc(Br)ccc1F	17	0.0	2	1.0
Cc1ccc([N+](=O)[O-])cc1-c1ccc(C=C2C(=O)NC(=S)NC2=O)o1	8	0.5	-14	-0.4
O=C(Cn1nc(-c2cccc(Cl)c2)ccc1=O)Nc1ccc(C(=O)NC2CC2)cc1	1	0.1	-36	0.3
CC(C)CCNC(=O)CN(C(=O)c1snc(C(N)=O)c1N)c1ccccc1F	2	2.1*	0	1.1
C=C(C)C1CC=C(C)C(OC(C)=O)C1 (stereo not given)	11	-0.1	1	0.8
CN(C)S(=O)(=O)c1cc(NC(=O)CSc2n[nH]c(N)n2)ccc1Cl	14	0.0	0	0.8
Cc1csc(=O)n1CCOC(=O)c1ccc2[nH]c3c(c2c1)CCCC3	7	0.0	-89	2.5
COc1ccc(OC)c(CNC(=O)CSc2cc(=O)n(C)c3ccc(Cl)cc23)c1	4	-0.6	-24	0.8
CCOC(=O)c1sc2ncnc(Nc3ccc(OCC)cc3)c2c1C	3	0.0	-5	0.0
O=[N+]([O-])c1cc(SCc2ccc(Cl)cc2)c2c(C3OCCO3)noc2c1	1	-0.3	3	-0.3
CCOC(=O)COc1ccccc1/C=C1/C(=O)NN(c2ccccc2)C1=O	-6	0.0	-8	-0.8
COc1ccc(NC(=O)O/N=C(/c2ccccc2)c2ccncc2)cc1	0	-0.6	-37	-1.4
CC1CN(Cc2ccoc2)Cc2cc(Cl)ccc2O1 (stereo not given)	0	0.1	1	0.2
CCCN(C)C(=O)c1cnc2scc(-c3ccc(Cl)cc3)n2c1=O	8	0.3	0	-0.7
Cc1ccc(NC(=O)c2ccc(Br)o2)c(C)c1	-2	-0.1	-50	-2.4
COC(=O)C1=C(Nc2ccccc2N)CSC1	-5	-0.1	-33	-5.8
CCOc1ccccc1/C=C1\Oc2c(ccc(O)c2CN(C)C)C1=O	1	-0.1	12	1.3
CCOc1cc(/C=N/Nc2ncnc3nc[nH]c23)ccc1O	4	0.0	23	-1.6
O=C(NCc1ccccn1)c1ccc(/C=N/O)nc1	14	-0.1	-3	-0.6
CN(CC(=O)Nc1ccc(F)c(F)c1F)C(=O)C12CC3CC(CC(Cl)(C3)C1)C2	10	-0.1	-7	-1.5
OCCN(/C=N/c1nc(-c2ccc(Br)cc2)cs1)CCO	2	0.2	-42	-1.0

New compounds follow:
SMILES	MITF primary	FBW7 activator	TEAD-YAP block	GPR151 activ
O=c1[nH]c2ccc(S(=O)(=O)Nc3ccc(Cl)c(Cl)c3)cc2[nH]1	11	0.0	1	0.3
COc1cc(Nc2nc(SCC(=O)NCc3ccco3)nc3ccccc23)cc(OC)c1OC	6	0.6	-2	0.6
CC1Oc2ccccc2OC1(O)c1ccccn1 (stereo not given)	-9	-0.1	-10	0.7
CN1/C(=C2/SC(N(c3ccccc3)c3ccccc3)=NC2=O)Sc2ccccc21	16	0.0	7	-0.5
COc1ccc(NC(=O)c2cncc(Br)c2)cc1S(N)(=O)=O	18	0.3	-8	-3.0
Oc1ccc(C=C(c2nnnn2-c2ccccc2)c2nnnn2-c2ccccc2)cc1	6	-0.1	8	1.1
Cc1ccc(NC(=O)/C=C/c2ccc([N+](=O)[O-])cc2)cc1C	3	0.0	0	0.2
COc1cccc(C(=O)N(CC(C)C)c2nnc(-c3cccnc3)s2)c1	8	-0.1	-68	0.1
CCN1C(=O)/C(=C\c2cc(C)n(-c3ccccc3F)c2C)C(C(=O)OC)=C1C	18	-0.1	38*	-0.9
COc1cccc(CNS(=O)(=O)c2cc3c4c(c2)CC(=O)N4CCC3)c1	8	0.0	4	-0.5
COc1ccc(Nc2cnn(C34CC5CC(CC(C5)C3)C4)c(=O)c2Cl)c(OC)c1	0	-0.3	6	1.4
O=C(O)CCC(=O)NNC(=O)C1CC1c1ccccc1 (stereo not given)	0	0.1	9	-0.1
COc1cc2nc(Nc3ccncc3)nc(Nc3ccc(NC(C)=O)cc3)c2cc1OC	13	0.2	-6	-1.0
COc1cc(OC)cc(-c2nc3ccccc3c(=O)n2NC(=O)c2cc(OC)c(OC)c(OC)c2)c1	-3	-0.1	7	0.0
C=CCn1c(SCCO)nc2c([nH]c3ccccc32)c1=O	-1	0.0	10	1.4
C/C(CCc1ccco1)=N/NC(=O)CCC(=O)Nc1ccc(Br)cc1	-2	-0.2	-2	0.4
COc1ccc(Cl)cc1C(=O)N1CCN(c2ccc([N+](=O)[O-])cc2)CC1	16	0.2	18	-0.6
Cc1cc(NC(=O)CN2C(=O)c3ccccc3C2=O)ccc1Br	4	0.2	6	0.9
CCOC(=O)c1cnc2ccc(OCC)cc2c1Nc1cccc(C)c1	-4	0.0	-7	-1.3
COc1ccc(-c2cccc(=O)n2Cc2ccccc2)cc1	12	-0.1	-2	1.7
CCC/C(O)=C1\C(=O)CCCC1=NCCc1c(C)[nH]c2ccccc12	4	0.1	-2	-0.5
CC(C)=CCN1CCc2nnc(C(C)NC(=O)C3CC3)n2CC1 (stereo not given)	-1	0.0	-1	0.5
CCCn1c2ccccc2c2nnc(SCC(=O)Nc3nnc(C)s3)nc21	10	-0.1	5	1.4
CC1CCN(C(=O)C2CCCN(S(C)(=O)=O)C2)CC1 (stereo not given)	6	0.1	2	-0.3
Cc1cc(=O)[nH]c(-n2ncc(C(=O)NCCc3ccc(F)cc3)c2C)n1	12	-0.4	3	-0.7

Further records
SMILES	MITF primary	FBW7 activator	TEAD-YAP block	GPR151 activ
CC(=O)Nc1ccc(/C=N/Nc2ncnc3cc(-c4ccc(F)cc4)sc23)cc1	-2	-0.1	0	0.1
O=c1[nH]c(COc2ccccc2)nc2sc3c(c12)CCCC3	17	0.0	23	0.1
CCc1ccc(CN(C)C(=O)Cn2cc(NC(=O)c3ccco3)cn2)nc1	-9	-0.1	-5	0.9
O=C(Cn1nnc2c(cnn2-c2ccc(F)cc2)c1=O)NCc1ccccc1F	8	0.4	-4	2.4
Cc1ccc(F)c(CN2CCN3C(=O)[C@@H](CC(C)C)NC(=O)[C@H]3C2)c1	-10	0.1	-8	0.4
Cc1ccc2c(c1)cc(CN(CC1CCCO1)C(=O)Nc1ccccc1C)c1nnnn12 (stereo not given)	-7	0.0	-4	0.4
CCCCCCCC/C=C\CCCCCCCC(=O)NCc1ccc(O)c(OC)c1	-6&10	0.0	nt	1.3&-1.8
CSc1cccc(NC(=O)CCc2c(C)nc3nc(CN)nn3c2C)c1	10	0.8	-3	-2.7
CC1CC(C)CN(CC(C)(C)NS(=O)(=O)c2ccc(Cl)cc2)C1 (stereo not given)	-7	0.1	4	-0.5
Cc1nc2c(ccc3nc(NC(=O)c4cccs4)sc32)s1	18	0.3	21	-6.0
CCCC(=O)N1c2ccccc2NC2=C(C(=O)CCC2)C1c1ccc([N+](=O)[O-])cc1 (stereo not given)	18	-0.1	1	-0.1
Fc1ccc(OCCCn2cncn2)cc1	71*	0.4	4	0.1
Cc1noc(C)c1CCC(=O)Nc1ccc(-c2cn3c(C)c(C)nnc3n2)cc1	17	0.2	-43	-0.9
CN(C)S(=O)(=O)c1ccc2c(c1)c(=O)c(C(=O)O)cn2C	2	-0.1	-6	-0.3
Cc1ncsc1CCOC(=O)c1ccc(N2CCOCC2)c([N+](=O)[O-])c1	28	-0.3	-43	1.0
CC1=C(C(N)=O)C(c2ccccc2Cl)n2nc(-c3ccc(O)cc3)nc2N1 (stereo not given)	12	0.3	3	-0.6
Cc1cc(C)cc(C(=O)Nc2c3c(nn2-c2ccc(F)cc2)CS(=O)(=O)C3)c1	14	0.3	2	1.5
CCOC(=O)c1ccccc1NC(=O)c1ccc(N2CCCCS2(=O)=O)cc1	12	0.5	3	1.4
CN1CCC(CC(O)c2ccc(NC(=O)c3ccc(=O)[nH]n3)cc2)CC1 (stereo not given)	-2	-0.1	-9	0.5
O=c1ccc2cc(S(=O)(=O)N3CCCCC3)ccc2[nH]1	4	0.4	-1	0.3
c1ccc2c(c1)nc(NCCc1c[nH]c3ccccc13)c1nncn12	25	1.1	11	-0.8
Nc1cccc(C(=O)N/N=C/c2cccs2)c1	5	-0.1	-20	-1.2
COc1ccc(NC(=O)CN2C(=O)c3ccc([N+](=O)[O-])cc3C2=O)c(OC)c1	-4	0.5	-2	0.1
CCC(C)(C)NC(=O)CN(C(=O)CCC(=O)Nc1ccccn1)c1cc(C)ccc1C	-8	0.0	-2	-0.5
O=C(CN1C(=O)c2ccccc2C1=O)Nc1nc2ccc([N+](=O)[O-])cc2s1	10	-0.1	-8	-0.3

Next records
SMILES	MITF primary	FBW7 activator	TEAD-YAP block	GPR151 activ
CCOC(=O)c1ccc(NC(=O)c2c(NC(C)=O)sc3c2CCC(C)C3)cc1 (stereo not given)	16	0.4	6	-0.8
Cc1ccc(C(=O)NCC(=O)Nc2ccc(S(=O)(=O)N3CCCC(C)C3)cc2)s1 (stereo not given)	-6	-0.1	-3	-0.9
Cc1cc(C(=O)Nc2sc3c(c2C#N)CCCCC3)cs1	-2	-0.2	-18	-1.9
COCCNS(=O)(=O)c1cc(Cl)ccc1Cl	6	0.0	1	-1.3
COc1ccc(/C=C2\C(=O)NC(=S)N(c3cccc(C)c3)C2=O)c(OC)c1OC	6	-0.1	1	1.3
CCCCS(=O)(=O)N1CCC(c2nnc(-c3ccccc3OC)s2)CC1	8	0.4	12	-0.5
CCOc1ccc(Oc2ccc(C#N)c(C#N)c2)cc1	-10	0.1	-2	0.9
O=C(COC(=O)CCSc1ccc(Cl)cc1)NCC1CCCO1 (stereo not given)	14	-0.2	3	0.3
COc1ccc(Br)cc1CNC(=O)CCC(=O)N1CCOc2ccccc21	12	-0.1	4	2.2
CC(NC(=O)c1ccncc1)C(c1cccs1)N1CCN(C)CC1 (stereo not given)	-9	-0.2	-12	1.1
Cc1cccc(NC(=O)CCS(=O)(=O)c2cccc3cccnc23)c1	5	-0.1	6	0.4
COc1ccc(OC)c(/C=C/C(=O)OCC(=O)c2ccc(F)cc2)c1	0	0.0	10	1.0
Cc1ccc(C2=NS(=O)(=O)N(C)C(C(=O)NCc3ccccn3)=C2)cc1	12	0.0	6	6.9*
C[N+](C)(C)C(C(=O)c1ccccc1)c1ccccc1 (stereo not given)	-4	-0.1	-1	1.8
C=CCn1c(SCC(=O)c2ccc(F)cc2)nc2sc3c(c2c1=O)CCCC3	4	-0.1	2	3.5
CCn1cc(CNc2nc(C)c(-c3ccn(C4CCCC4)n3)s2)c(C)n1	8	-0.1	10	2.0
CCC(C)n1c(=O)c2sccc2n2c(CCCC(=O)NCc3ccc(F)cc3)nnc12 (stereo not given)	-2	-0.2	3	0.4
CCC(C)NC(=O)C1CCN(C(=O)c2sccc2-n2cccc2)CC1 (stereo not given)	9	-0.1	-2	0.0
Cc1nc2c(c(=O)[nH]1)CCN(Cc1[nH]c3ccccc3c1C)C2	-6	-0.2	-7	0.1
CCCN(c1ccccc1OC)S(=O)(=O)c1cc(Br)cnc1N	-1	0.0	0	0.7
Cc1nn(C(=O)c2ccco2)c(-c2ccccc2)c1Sc1ccccc1	-3	0.1	9	0.4
CC(OC(=O)c1ccccc1Nc1ccc(SC(F)F)cc1)C(=O)NC(N)=O (stereo not given)	-11	0.2	4	-1.2

Entries from the list above that have fluorine, in the order listed:
SMILES	MITF primary	FBW7 activator	TEAD-YAP block	GPR151 activ
O=C1OC(c2ccc(Cl)cc2)=N/C1=C\c1cc(Br)ccc1F	17	0.0	2	1.0
CC(C)CCNC(=O)CN(C(=O)c1snc(C(N)=O)c1N)c1ccccc1F	2	2.1*	0	1.1
CN(CC(=O)Nc1ccc(F)c(F)c1F)C(=O)C12CC3CC(CC(Cl)(C3)C1)C2	10	-0.1	-7	-1.5
CCN1C(=O)/C(=C\c2cc(C)n(-c3ccccc3F)c2C)C(C(=O)OC)=C1C	18	-0.1	38*	-0.9
Cc1cc(=O)[nH]c(-n2ncc(C(=O)NCCc3ccc(F)cc3)c2C)n1	12	-0.4	3	-0.7
CC(=O)Nc1ccc(/C=N/Nc2ncnc3cc(-c4ccc(F)cc4)sc23)cc1	-2	-0.1	0	0.1
O=C(Cn1nnc2c(cnn2-c2ccc(F)cc2)c1=O)NCc1ccccc1F	8	0.4	-4	2.4
Cc1ccc(F)c(CN2CCN3C(=O)[C@@H](CC(C)C)NC(=O)[C@H]3C2)c1	-10	0.1	-8	0.4
Fc1ccc(OCCCn2cncn2)cc1	71*	0.4	4	0.1
Cc1cc(C)cc(C(=O)Nc2c3c(nn2-c2ccc(F)cc2)CS(=O)(=O)C3)c1	14	0.3	2	1.5
COc1ccc(OC)c(/C=C/C(=O)OCC(=O)c2ccc(F)cc2)c1	0	0.0	10	1.0
C=CCn1c(SCC(=O)c2ccc(F)cc2)nc2sc3c(c2c1=O)CCCC3	4	-0.1	2	3.5
CCC(C)n1c(=O)c2sccc2n2c(CCCC(=O)NCc3ccc(F)cc3)nnc12 (stereo not given)	-2	-0.2	3	0.4
CC(OC(=O)c1ccccc1Nc1ccc(SC(F)F)cc1)C(=O)NC(N)=O (stereo not given)	-11	0.2	4	-1.2

Assay outcomes: PubChem BioAssay, The Scripps Research Institute Molecular Screening Center
